NCF1 inh = blocks human p47phox regulatory protein of NADPH oxidases; AID 1274; inhibition, % at 24.7 µM; p47phox/p22phox peptide binding, fluorescence polarization, 2 h; P14598; actives 0.53% (n = 220,000);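 active = inhibition above about 30%, limit read from the data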;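 also: 0% = p47phox with labelled peptide and 100% = labelled peptide alone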
Target sequence (P14598 whole entry, looked up): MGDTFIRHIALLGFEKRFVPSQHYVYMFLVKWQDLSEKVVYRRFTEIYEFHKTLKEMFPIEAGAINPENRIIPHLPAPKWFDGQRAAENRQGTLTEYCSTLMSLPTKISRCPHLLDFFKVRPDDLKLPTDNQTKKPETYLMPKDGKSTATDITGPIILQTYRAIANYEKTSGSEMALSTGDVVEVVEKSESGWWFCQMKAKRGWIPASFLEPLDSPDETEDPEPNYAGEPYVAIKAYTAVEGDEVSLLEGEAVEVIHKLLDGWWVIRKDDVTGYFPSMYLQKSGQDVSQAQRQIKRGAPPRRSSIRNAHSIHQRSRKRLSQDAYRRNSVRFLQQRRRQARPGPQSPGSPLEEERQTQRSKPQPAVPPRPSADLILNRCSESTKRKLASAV
EBV gp42 block = blocks Epstein-Barr virus glycoprotein 42 binding | AID 1085 | actives 0.42% (n = 220,000) | inhibition, % (tested at 21.74 µM) | Q1HVG2 | Fluorescence polarization binding assay, mP read-out; in the data active = inhibition above about 50%
Runt-CBFb FRET = Runt domain-CBFb interaction inhibition. actives 0.46% (n = 220,000). inhibition, % at 20 µM. Cerulean-Runt/Venus-CBFb FRET ratio 530/480, 1 h;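 active = inhibition over about 50% at 20 µM in the single-dose screen, limit read from the data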;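 also: 0% = DMSO wells and 100% = excess unlabeled CBFb competitor control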
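System: Cerulean-labeled Runt domain protein | Quantity: 100 nM of each labeled protein | Schedule: 1 h compound exposure, room temperature | Detection: Fluorescence energy transfer, 422 nm excitation, 530/480 nm emission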
MDM2 E3 inh = blocks human Mdm2 ubiquitin ligase activity; Q00987; cell-based MDM2 ubiquitination luciferase reporter, 2 h; 0 = plate control, 100 = twice control, blank-subtracted; signal enhancement, % at 5 µM; actives 0.11% (n = 210,000);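 active = signal enhancement of 30% or more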;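 also: luminescence tracks abundance of the self-degrading MDM2-luciferase fusion protein; higher signal means inhibition of MDM2 E3 ligase activity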
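Test system: mammalian cells stably expressing self-ubiquitinating, self-degrading MDM2 E3–luciferase fusion; Amount: 2000 cells in each well; Medium: DMEM; Schedule: 4 h settle plus 2 h compound, 37 °C; Technique: SteadyLite luciferase luminescence after 15 min room-temperature reagent incubation; Benchmarks: plate control and blank wells.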
TbHK1 inh = T. brucei hexokinase 1 inhibition; actives 0.11% (n = 220,000); AID 1430; inhibition, % at 10 µM; recombinant TbHK1, G6PDH-coupled NADH A340;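 active = inhibition of 50% or more in the single-dose primary screen; inactive = inhibition below 50%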
L929 necroptosis = L929 zVAD cell death inhibition | viability rescue, % at 10 µM | actives 0.38% (n = 220,000) | AID 1377 | L929 zVAD necroptosis rescue, ATP luminescence, 24 h; with zVAD 60 µM;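 active = activation, scaled between plate controls, above about 75%, limit read from the data; inactive = activation under that limit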;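 also: 0% = zVAD with DMSO and 100% = DMSO alone without zVAD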
Runt-SMMHC FRET = Runt domain-CBFb-SMMHC interaction inhibition. Q01196+Q13951. Cerulean-Runt/Venus-CBFb-SMMHC FRET ratio 530/480, 1 h. inhibition, % at 20 µM. actives 0.74% (n = 220,000);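 active = mean inhibition across duplicate retests at 20 µM reaching about 50%, limit read from the data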;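 also: 0% = DMSO wells and 100% = wells with excess untagged CBFb-SMMHC; inhibitors lower the FRET ratio by blocking Runt binding to CBFb-SMMHC; some results filed as inactive read as strong as hits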
14-3-3 Bad PPI = disrupts binding of bovine 14-3-3 zeta to phospho-Bad peptide | P63103 | inhibition, % at 21.7 µM | TR-FRET 14-3-3zeta/Dy647-pBad peptide displacement, 1 h | actives 0.71% (n = 220,000);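 active = inhibition above about 70%, limit read from the data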;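 also: 0% = full 14-3-3 plus peptide FRET controls and 100% = background without 14-3-3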
Hck-Nef inh = blocks Nef-activated human Hck kinase; inhibition, % at 20 µM; actives 0.68% (n = 220,000); AID 463187; Recombinant Hck-YEEI plus Nef, Z-Lyte FRET kinase assay;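 active = Hck-Nef kinase inhibition above about 50%, limit read from the data; inactive = inhibition below that limit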;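 also: 0% = DMSO with Hck plus Nef and 100% = Hck alone without Nef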
Target sequence (P08631 whole entry, looked up): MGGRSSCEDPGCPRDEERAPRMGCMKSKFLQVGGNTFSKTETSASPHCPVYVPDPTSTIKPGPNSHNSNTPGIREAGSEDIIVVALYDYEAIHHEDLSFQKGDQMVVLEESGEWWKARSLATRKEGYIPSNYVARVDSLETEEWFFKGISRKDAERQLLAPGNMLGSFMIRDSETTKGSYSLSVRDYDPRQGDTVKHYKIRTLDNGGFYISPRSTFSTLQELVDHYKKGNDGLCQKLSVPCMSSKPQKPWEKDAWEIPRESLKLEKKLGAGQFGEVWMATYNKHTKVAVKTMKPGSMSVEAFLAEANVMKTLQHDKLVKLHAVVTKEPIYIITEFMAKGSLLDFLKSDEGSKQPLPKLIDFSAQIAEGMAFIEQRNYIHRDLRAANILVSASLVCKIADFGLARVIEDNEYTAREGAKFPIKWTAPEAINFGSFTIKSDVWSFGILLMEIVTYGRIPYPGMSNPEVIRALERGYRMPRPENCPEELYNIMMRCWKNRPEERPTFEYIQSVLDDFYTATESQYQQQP
Active calls of the source: *; . = no result given; [ ] = remark or other dose.

SMILES | NCF1 inh | EBV gp42 block | Runt-CBFb FRET | MDM2 E3 inh | TbHK1 inh | L929 necroptosis | Runt-SMMHC FRET | 14-3-3 Bad PPI | Hck-Nef inh
COc1ccc(S(=O)(=O)Nc2ccc(O)c(Sc3nc4ccccc4s3)c2)cc1 | -24 | -21 | 18 | 3 | 9 | 0.6 | 7 | 10 | 8
O=C(NCc1ccccc1)C1=C[C@@H](C2CC2)C[C@@H](OCc2ccc(CO)cc2)O1 | -3 | -10 | 0 | . | 5 | 0.1 | 0 | 2 | 1
COc1cccc(N(C(=O)c2ccco2)C(C(=O)NC2CCCC2)c2cccnc2)c1 (stereo not given) | -8 | -13 | 2 | -27 | 3 | -0.3 | -6 | -11[fluorescence artefact?] | 3
O=C(/C=C/c1cccc([N+](=O)[O-])c1)Nc1cccc(NC(=O)c2ccco2)c1 | -22 | -11 | 0 | -9 | 0 | 0.9 | 2 | 7 | 2
COc1ccc(NC(=S)N2CCN(C(=O)c3ccco3)CC2)c(OC)c1 | -12 | 14 | 12 | -2 | 28 | 0.0 | 5 | 7 | -1
CC1=[N+](C)N(c2ccccc2)C(=O)C1N=C/C=C/c1ccccc1 (stereo not given) | 4 | -9 | -2 | -12 | 5 | 0.2 | 1 | -7 | 13
O=C(CNC(=O)c1cccs1)NCC(=O)OCc1ccc(Cl)cc1Cl | -3 | -9 | 0 | -4 | 2 | 1.5 | 0 | 2 | 0
CC(C)[C@H](NC(=O)NCc1ccc(Cl)cc1)C(=O)O | -7 | -8 | -1 | -9 | -4 | 1.3 | -4 | -11 | 1
CCC(C)(C)n1nnnc1C(c1cccs1)N1CCc2ccccc21 (stereo not given) | -2 | -19 | 1 | -4 | 47 | -0.3 | -4 | -10 | 3
O=C(N/N=C/c1ccc([N+](=O)[O-])s1)c1ccccc1 | -2 | -4 | 0 | -13 | 7 | -0.8 | -13 | 0 | 13
O=C(Nc1ccc(Br)cn1)C1CCN(S(=O)(=O)c2cccs2)CC1 | -5 | -16 | 0 | -39 | -8 | 2.1 | -5 | 4 | -3
CCOC(=O)N1CCN(CC(=O)Nc2cccc(Br)c2)CC1 | -5 | 0 | 2 | -9 | -8 | -0.9 | 2 | -4[fluorescence artefact?] | 19
Cc1cc(N(C)C)c(C#N)c(NCc2ccccc2)n1 | 4 | 10 | -2 | -20 | 0 | 1.1 | 0 | -8 | 3
CC(Nc1ccccc1)c1cc(Cl)ccc1O (stereo not given) | -17 | -9 | -2 | . | -12 | -0.1 | -1 | 11 | 5
CCC(=O)Nc1cc(C(F)(F)F)ccc1N1CCOCC1 | -10 | -15 | -1 | 3 | -1 | -0.2 | 0 | 3 | 1
CC(=O)NC(NC(=S)Nc1ccccc1Br)C(Cl)(Cl)Cl (stereo not given) | 0 | -14 | 3 | -6 | 0 | 1.5 | 4 | -19 | 26
S=c1[nH]nc(-c2cccc(Cl)c2)n1CCN1CCCCC1 | -7 | -6 | 5 | 1 | -2 | -0.4 | 3 | -5 | 6
O=C(NCCCN1CCCC1=O)c1ccc(Cl)c(NS(=O)(=O)c2ccc(F)cc2)c1 | -1 | -19 | 3 | -13 | 15 | 0.0 | 3 | 0 | 5
CCOC(=O)N/N=C(\C)c1ccccc1OC(F)F | -1 | -13 | 2 | -4 | -4 | . | -5 | -9[fluorescence artefact?] | -6
C/C(=N\NC(=O)c1ccncc1)c1cc2ccccc2oc1=O | -20 | -13 | -1 | -8 | -14 | 0.0 | -2 | -12[fluorescence artefact?] | 3
O=C(Nc1ccccc1F)C1CCCN(S(=O)(=O)c2ccccc2)C1 (stereo not given) | -8 | -8 | 2 | 0 | -2 | 1.9 | -4 | -17 | 17
C/C(=N\NC(=O)c1nc(C)cc(C)n1)c1ccccc1 | -6 | 1 | 2 | -2 | -5 | 0.6 | -2 | 5 | 0
CN(CC(=O)Nc1cc([N+](=O)[O-])ccc1Cl)Cc1ccc(Br)cc1 | -13 | -25 | 5 | -6 | 3 | -0.3 | -1 | 8 | 0
Cc1ccccc1N1CCN(Cc2nc(Cc3ccccc3F)no2)CC1 | -5 | -5 | -4 | -15 | -10 | 0.1 | -1 | 3 | 8
C[C@H](NC(=O)Nc1ccc2c(c1)OCCO2)C(=O)O | -5 | -7 | -1 | -6 | 3 | -0.3 | 0 | 0[fluorescence artefact?] | 0
O=C(CNC(=O)c1cccc(F)c1)OCC(=O)N1CCN(C(=O)c2ccco2)CC1 | 3 | -21 | 0 | . | -7 | 0.5 | -4 | 5 | 16
Cc1ccc2c(CC(=O)OCc3nc(N)nc(Nc4ccccc4C)n3)coc2c1 | -33 | -9 | -2 | 5 | -4 | 0.4 | 0 | -7[fluorescence artefact?] | 1
CCSc1sccc1C1C(C#N)=C(N)N(c2cccnc2)C2=C1C(=O)CCC2 (stereo not given) | -3 | 2 | 45 | -13 | -12 | 0.0 | 66* | 90* | 0
COCCn1c(CCC(=O)O)nc2c1c(=O)[nH]c(=O)n2CC(C)C | 0 | -4 | -2 | -9 | -6 | 0.1 | -1 | 2 | -1
Cn1c(NN)nc2sc3c(c2c1=O)CCC3 | 2 | 0 | 16 | -10 | 4 | 1.4 | 2 | 2 | -17
CCOC(=O)c1cc(NC(=O)c2ccccc2)c(=O)oc1C(F)(F)F | -5 | -7 | 2 | -7 | -2 | 0.7 | 0 | -6 | 0
COc1nc(N)nc(CC(=O)C2CC2)n1 | 2 | -16 | -1 | -10 | 6 | 0.2 | -22 | 2 | 2
CCc1ccc(-c2csc(NC(=O)C3=NN(c4ccccc4)C(=O)CC3)n2)cc1 | -31 | -18 | -10 | . | -21 | 0.6 | -15 | -9 | 3
Cc1cnc(NS(=O)(=O)c2ccc(Cl)cc2)c(Br)c1 | -9 | -17 | 2 | -26 | 7 | 0.3 | -6 | 7 | 2
CCCOc1ccc(C(=O)C(CN2CCCC2)c2ccccc2)cc1 (stereo not given) | -10 | 4 | -4 | 5 | -4 | . | -1 | 9 | 3
Cc1ccc(-n2[nH]c(C)c(C=Nc3ccc(S(=O)(=O)Nc4nc(C)cc(C)n4)cc3)c2=O)c(C)c1 | -10 | -30 | 0 | -4 | -15 | 0.4 | 2 | -4 | 3
C/C(=N\NC(=S)Nc1cc(S(=O)(=O)N2CCOCC2)ccc1Cl)c1ccc(N2CCOCC2)cc1 | -8 | -62 | 29 | -10 | -31 | 0.6 | 1 | -18 | 4
CCOC(=O)CCc1c(C)c(C#N)c2nc3ccccc3n2c1-n1ccnc1C | -15 | 13 | -15 | -10 | -13 | -0.6 | -49 | 9 | -11
CC(C1CC1)N(C(=O)NC1CCS(=O)(=O)C1)c1ccccc1 (stereo not given) | 9 | -1 | 0 | -84 | -3 | 0.1 | -7 | -6 | 1
CCCN(CCC)C(=O)CSc1ncccc1C(=O)O | -9 | -10 | -1 | -5 | -1 | . | 3 | -14 | 3

Arranged by value in Runt-CBFb FRET (highest first): 5 from the list above
Molecule	NCF1 inh	EBV gp42 block	Runt-CBFb FRET	MDM2 E3 inh	TbHK1 inh	Runt-SMMHC FRET	14-3-3 Bad PPI	Hck-Nef inh
CCOC(=O)c1cc(NC(=O)c2ccccc2)c(=O)oc1C(F)(F)F	-5	-7	2	-7	-2	0	-6	0
O=C(CNC(=O)c1cccc(F)c1)OCC(=O)N1CCN(C(=O)c2ccco2)CC1	3	-21	0	.	-7	-4	5	16
COc1nc(N)nc(CC(=O)C2CC2)n1	2	-16	-1	-10	6	-22	2	2
Cc1ccccc1N1CCN(Cc2nc(Cc3ccccc3F)no2)CC1	-5	-5	-4	-15	-10	-1	3	8
CCOC(=O)CCc1c(C)c(C#N)c2nc3ccccc3n2c1-n1ccnc1C	-15	13	-15	-10	-13	-49	9	-11

More compounds.
SMILES | NCF1 inh | EBV gp42 block | Runt-CBFb FRET | MDM2 E3 inh | TbHK1 inh | L929 necroptosis | Runt-SMMHC FRET | 14-3-3 Bad PPI | Hck-Nef inh
OC(COc1ccc(Cl)cc1)CN1CCN(c2cccc(Cl)c2)CC1 (stereo not given) | 0 | -6 | 0 | 4 | -4 | 0.2 | -2 | -4 | 14
O=C(CSc1cn(CCNC(=O)c2cccs2)c2ccccc12)NC1CCCCC1 | -21 | -8 | 0 | -8 | 4 | 0.4 | 3 | 6 | 3
Nn1c(SCC(=O)N2CCOCC2)nnc1-c1ccc(Cl)cc1Cl | -9 | -8 | -2 | 14 | 3 | 0.1 | 0 | -12 | -1
CC(=O)c1c(N2CCN(c3ccc(F)cc3)CC2)nc(=S)n(-c2ccccc2)c1C | -7 | 1 | 0 | -4 | -5 | -0.3 | 2 | 7[fluorescence artefact?] | 3
CCc1ccc(C(=O)NNc2cc(Cl)ccc2Cl)cc1 | -13 | -8 | -1 | 3 | -1 | -0.1 | 1 | -4 | 7
CN(CC(=O)NC1CCCc2ccccc21)S(=O)(=O)c1ccc2c(c1)c(=O)n(C)c(=O)n2C (stereo not given) | -2 | 5 | -2 | -11 | -20 | -0.8 | 4 | -7 | 1
CCOC(=O)N1CCN(C(=O)c2ccc(OC)c(OC)c2)CC1 | -13 | -28 | . | 5 | 1 | 0.1 | 0 | -8[fluorescence artefact?] | 1
O=C(NCc1ccc(F)cc1)c1cc2c(s1)CCCC2 | -26 | -4 | 0 | . | 4 | -0.7 | -1 | 0 | -1
Cn1nnnc1SCc1nc2scc(-c3ccccc3)c2c(=O)[nH]1 | -16 | -11 | -2 | -3 | -11 | 0.5 | -2 | -2 | 5
Cc1cnc(CN2CCCC(C(=O)c3ccc4c5c(cccc35)CC4)C2)[nH]1 (stereo not given) | -31 | -7 | 3 | -19 | -1 | 0.3 | 2 | -6 | 11
COc1cccc(-n2c(Cc3cc(=O)[nH]c(=O)[nH]3)nnc2SC(C)C)c1 | -1 | 0 | 1 | -8 | 0 | 1.4 | -4 | 0 | 1
CN1CCN(CC(=O)NC23CC4CC(CC(C4)C2)C3)CC1 | -5 | -4 | 1 | . | -7 | -0.4 | 1 | 9 | 15

Compound profiles, as listed above. Order of screens: NCF1 inh, EBV gp42 block, Runt-CBFb FRET, MDM2 E3 inh, TbHK1 inh, L929 necroptosis, Runt-SMMHC FRET, 14-3-3 Bad PPI, Hck-Nef inh
Record of C[C@H](NC(=O)Nc1ccc2c(c1)OCCO2)C(=O)O = -5, -7, -1, -6, 3, -0.3, 0, 0[fluorescence artefact?], 0
Record of S=c1[nH]nc(-c2cccc(Cl)c2)n1CCN1CCCCC1 = -7, -6, 5, 1, -2, -0.4, 3, -5, 6

Screens as filed in PubChem.
